GLP-1R inv ag: GLP-1 receptor (human) inverse agonism; Potency, µM (highest dose often 38.3 µM), for the others: top-dose activity change, negative = inhibition, usual class: inhibitors; P43220; HEK293 GLP-1R CRE-luciferase, luminescence, 24 h; GLP-1R form is constitutively active; 410,000 tested, 1.6% active; AID 624417; also: % is scaled to controls: 0 for no effect and ±100 for the full control effect; nearly all actives have a fitted effect of over 55% in size
Target sequence (P43220 whole entry, looked up): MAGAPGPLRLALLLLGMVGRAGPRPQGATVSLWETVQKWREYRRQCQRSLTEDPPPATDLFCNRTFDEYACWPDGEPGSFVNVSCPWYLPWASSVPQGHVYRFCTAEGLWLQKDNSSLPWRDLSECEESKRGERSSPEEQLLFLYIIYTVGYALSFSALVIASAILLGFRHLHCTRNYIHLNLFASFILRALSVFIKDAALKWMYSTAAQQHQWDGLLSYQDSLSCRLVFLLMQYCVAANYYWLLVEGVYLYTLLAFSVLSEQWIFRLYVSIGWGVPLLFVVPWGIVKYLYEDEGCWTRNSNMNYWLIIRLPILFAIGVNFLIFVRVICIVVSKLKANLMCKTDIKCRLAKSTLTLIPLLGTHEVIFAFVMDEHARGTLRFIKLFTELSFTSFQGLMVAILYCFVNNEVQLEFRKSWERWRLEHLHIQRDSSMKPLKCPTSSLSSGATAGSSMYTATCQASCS
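Assay principle: reduced luminescence from a cAMP-responsive reporter in HEK293 cells co-expressing a constitutively active GLP-1R. Conditions: 24 hr compound incubation, 37 deg C, 5% CO2.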
KB-3-1 cytotox: KB-3-1 parental cell cytotoxicity; AID 1347075; Potency, µM (doses to about 46.1 µM), inactives show at the highest dose activity change, negative = cytotoxic, usual class: cytotoxic; KB-3-1 viability, CellTiter-Glo ATP luminescence, 72 h; 400,000 tested, 1.4% active; also: % is scaled to controls: 0 for no effect and ±100 for the full control effect; nearly all actives have a fitted effect of over 60% in size
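Parental KB-3-1 viability, qHTS format: 72 h compound exposure, 37 °C; CellTiter-Glo; media-only wells and DMSO plates as controls; concentration-effect fits on corrected data.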
TDP-43 yeast inh: TDP-43 toxicity inhibition in yeast | 410,000 tested, 1.8% active | TDP-43 expressing yeast growth rescue, BacTiter-Glo, 24 h | Potency, µM (titrated, usually from 46.1 µM), for the others: top-dose growth rescue (activation), actives largely listed as activators | AID 652104; also: % of control where 0% means no effect; nearly all actives have a fitted effect of over 50% in size
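Yeast expressing TDP-43 (pregrown in raffinose, seeded at OD600=0.02 in galactose medium) exposed to compounds 24 hr at 30 deg C. Growth read by BacTiter-Glo luminescence; rescue of toxicity appears as increased signal.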
HT1080 IDH1KD tx: toxicity to HT-1080 IDH1 knockdown cells (counter line); Potency, µM (titrated, usually from 46.1 µM), without a hit: at the highest dose activity, negative = toxicity, most hits filed as cytotoxic; 360,000 tested, 2% active; HT-1080 IDH1 knockdown viability, ATP luminescence, 48 h; AID 686971;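 also: 0% = DMSO wells and -100% = cell-free medium wells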
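Knockdown cells (IDH1KD HT-1080) received compounds 2 h after plating at 750 cells/well and were kept 48 h at 37 °C in 5% FBS RPMI. A CellTiter-Glo luminescence read gave % activity for curve fitting.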
HT1080NT lethal: kills 2HG-producing HT-1080-NT fibrosarcoma cells; HT-1080-NT fibrosarcoma viability, CellTiter-Glo ATP luminescence, 48 h; AID 686970; 360,000 tested, 1.6% active; Potency, µM (titrated, usually from 46.1 µM), for inactives: top-dose activity, negative = less viability, hits mostly cytotoxic;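 also: NT is the 2HG producing partner of a matched IDH1 knockdown line; 0% = DMSO-treated cells and -100% = media-only wells without cells; nearly all actives have a fitted effect of over 55% in size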
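Compounds were tested in concentration-response format on HT-1080-NT cells for 48 hours at 37 degrees C. Cell viability came from CellTiter-Glo luminescence; curves were classified by r2, response magnitude and activity.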
GLP1R cytotox: cytotoxicity in counter-screen for GLP-1R inverse agonists | HEK293 cAMP-luciferase reporter cells, luminescence, 24 h | Potency, µM (series often up to 38.3 µM), for inactives: at the top dose activity change, negative = inhibition, hits mostly inhibitors | 410,000 tested, 0.13% active;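 also: loss of luciferase light is scored as toxicity; % is scaled to controls: 0 for no effect and ±100 for the full control effect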
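Cells in DMEM/10% Nu serum/1% pen-strep, 1536-well format. Pre-incubated 12 h, dosed with 23 nL compound, incubated a further 24 h. Luciferase detection, 12 min at room temp, luminescence.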
KB-V1 cytotox: KB-V1 MDR subline cytotoxicity. KB-V1 MDR cells viability, CellTiter-Glo, 72 h. Potency, µM (titrated, usually from 46.1 µM), for the others: at the top dose activity change, negative = cytotoxicity, most hits filed as cytotoxic. 400,000 tested, 3.4% active; also: % is scaled to controls: 0 for no effect and ±100 for the full control effect; nearly all actives have a fitted effect of over 60% in size
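KB-V1 MDR subline cells in DMEM (phenol-red free, 10% FBS) exposed to compounds in qHTS concentration series for 72 h at 37 degrees C. Viability read by CellTiter-Glo luminescence; concentration-effect curves fitted after normalization and correction.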
SW480 rereplic: DNA re-replication induction in SW480 cells; 340,000 tested, 1.8% active; Potency, µM (doses to about 46.1 µM), inactives show top-dose re-replication activation, usual class: activators; SW480 DNA re-replication, Hoechst DNA content imaging, 48 h; AID 624297; also: % of control where 0% means no effect; nearly all actives have a fitted effect of over 55% in size
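DNA re-replication was detected as more nuclei of elevated Hoechst intensity after 48 hr exposure to compound (23 nL pinned per well of 250 cells).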
GLP1R ag: agonists of human GLP-1 receptor. P43220. HEK293 GLP-1R CRE-luciferase, luminescence, 4-6 h; cells express a hypersensitive GLP-1R form. Potency, µM (series often up to 45.6 µM), inactives show at the top dose activation, most hits filed as activators. 380,000 tested, 0.007% active. AID 624172; also: % of control where 0% means no effect
Active calls of the source: *; ? = inconclusive; . = not tested or not shown; [ ] = remark or other dose. Calls follow the shape of the dose curve; as a rule, active = well fitted curve in the direction sought with a large enough effect; inconclusive = small, poorly fitted or top-dose-only effect, or another doubt; inactive = no such curve, though single readings can be large; an effect the other way counts as inactive or inconclusive. Potency is read from the fitted curve at half-maximal effect.

SMILES	GLP-1R inv ag	KB-3-1 cytotox	TDP-43 yeast inh	HT1080 IDH1KD tx	HT1080NT lethal	GLP1R cytotox	KB-V1 cytotox	SW480 rereplic	GLP1R ag
O=C(CN(C1CCCCC1)S(=O)(=O)c1ccc(F)cc1)NC1CC1	-7%	2%	-13%	-1%	0%	-30%	-22%	-7%	1%
N#Cc1c(NC(=O)c2cnn3cccnc23)sc2c1CCCC2	33%[activator]	-3%	14%	-3%	19%	-3%	4%	-4%	-4%
O=C(OCC(=O)N1CCCCCC1)c1ccc(Cl)nc1	8%	5%	4%	1%	5%	4%	0%	-6%	-2%
CNC(=O)c1cn(-c2ccccc2)c(=O)c2ccccc12	-6%	2%	-20%	-1%	3%	6%	-27%	-3%	-10%
O=C(NCc1ccc(F)cc1)C1CCCN1C(=O)Nc1ccc(Cl)cc1 (stereo not given)	14%	0%	19%	8%	15%	-2%	-3%	-5%	-3%
Cc1cc(NC(=O)CCC(=O)N(c2ccc(F)cc2)C(C(=O)NC2CCCC2)c2ccccc2)no1 (stereo not given)	-3%	6%	13%	1%	-12%	-11%	-3%	-99%[inhibitor]	8%
CCOC(=O)C1(C)NC(c2ccco2)C2C(=O)N(CC)C(=O)C21 (stereo not given)	-11%	0%	14%	10%	-1%	0%	-16%	0%	-9%
CC(C)N(Cc1ccccc1)S(=O)(=O)N(C)C	-6%	-5%	4%	0%	1%	-7%	24%	-6%	-11%
CSc1ncnc2c1ncn2CCCNCc1ccccn1	22%	?	2%	18%	6%	-8%	3%	.	2%
O=C(Nc1cccnc1)c1ccc(S(=O)(=O)c2ccccc2)cc1	27%	-3%	-3%	-2%	1%	5%	?	2%	5%
O=[N+]([O-])c1cccc(/C([O-])=C(/C(=S)Nc2cccc3ccccc23)[n+]2ccccc2)c1	?	-2%	-21%[0.397 µM]	-6%	-5%	-19%	7%	-4%	1%
O=[N+]([O-])c1cccc(C=NNc2ccccc2)c1	?	?	37%	?	-20%	0%	-25%	1%	-2%
CN1CCN(CCOc2cccc(Cl)c2)CC1	-25%	-1%	-3%	-1%	-4%	5%	-1%	1%	13%
COc1ccc(C(=O)NCc2ccc3c(c2)OCO3)c(OC)c1	3%	6%	0%	-6%	-12%	-18%	?	-35%	11%
CCOc1ccc(N(CC)S(=O)(=O)N2CCCC(C(=O)Nc3ccc(OC)c(OC)c3)C2)cc1 (stereo not given)	-10%	-17%	24%	.	.	1%	-8%	.	.
CNC(=O)c1cc(S(=O)(=O)N2CC(C)OC(C)C2)ccc1N1CCOCC1 (stereo not given)	24%	-5%	-21%	-17%	-9%	-8%	6%	-11%	-16%
COc1ccc(NS(=O)(=O)c2cccc(C(=O)NCC3(N4CCOCC4)CCCCC3)c2)cc1	?	1%	4%	12%	1%	-25%	-27%	-5%	16%
CC(C)CCNC(=O)CN(Cc1ccc(F)cc1)C(=O)CCC(=O)Nc1ccccn1	-6%	6%	-10%	15%	11%	13%	-25%	-14%	7%
CC(=O)c1cccc(NC(=O)C2Cc3c(-c4ccccc4)ccnc3O2)c1 (stereo not given)	40%[activator]	0%	?	-30%	-14%	6%	0%	.	12%
O=C(O)CCCNc1cc(N2CCN(C3CCCCC3)CC2)c2noc3c2c1C(=O)c1ccccc1-3	14%	4%	10%	.	.	14%	?	.	.
O=C(COC(=O)c1ccc(Br)o1)Nc1ncc([N+](=O)[O-])s1	3%	4%	-14%	-3%	-4%	-33%	2%	0%	-1%
CC(C)=CC(=O)OCC(=O)Nc1ccc(Cl)cn1	18%	17%	6%	18%	22%	-12%	?	0%	-1%
O=C(NCCCN1CCOCC1)c1c(O)c2ccccc2[nH]c1=O	2%	4%	-15%	6%	11%	-13%	?	-4%	5%
O=C(CN1C(=O)c2ccccc2C1=O)NCC(=O)OCC(=O)c1cccc([N+](=O)[O-])c1	6%	2%	-12%	-2%	8%	5%	?	0%	10%
CCOC(=O)C1CCCN(Cc2c(C(=O)N3CCCCC3)nc3c(C)cccn23)C1 (stereo not given)	13%	11%	-14%	3%	-9%	-10%	-6%	3%	-4%
SMILES	GLP-1R inv ag	KB-3-1 cytotox	TDP-43 yeast inh	HT1080 IDH1KD tx	HT1080NT lethal	GLP1R cytotox	KB-V1 cytotox	SW480 rereplic	GLP1R ag
N#C/C(=C\c1ccc2c(c1)OCO2)C(=O)NCc1ccco1	4%	2%	1%	2%	7%	3%	19%	-67%[inhibitor]	-1%
Cc1c(NC(=O)CN2C(=O)NC(C)(c3ccc4c(c3)OCCO4)C2=O)c(=O)n(-c2ccccc2)n1C (stereo not given)	5%	0%	10%	13%	20%	-3%	1%	.	-1%
COc1ccccc1NC(=O)C1=C(C)Nc2nc(SCc3ccccc3Cl)nn2C1c1ccncc1 (stereo not given)	6%	-2%	5%	.	.	7%	4%	.	0%
CC(=O)OC1(C(F)(F)F)Oc2ccccc2NC1=O (stereo not given)	-29%	-3%	?	-4%	-9%	2%	12%	13%	-14%
O=C(CSc1nnnn1-c1ccc(Cl)cc1)NNC(=O)c1ccc([N+](=O)[O-])cc1	2%	-6%	18%	11%	14%	-12%	0%	-9%	-14%
O=C(NC(=S)NCc1cccnc1)c1ccccc1	9%	1%	-8%	3%	7%	-1%	-19%	-9%	-3%
NC(=O)CC(NC(=O)Cc1ccc(Br)cc1)c1ccc(NCCc2ccccc2F)c([N+](=O)[O-])c1 (stereo not given)	4%	-3%	8%	1%	-12%	19%	-1%	4%	4%
COc1ccc(NS(=O)(=O)c2ccc(NC(=O)c3ccc(N(C)S(C)(=O)=O)cc3)cc2)cc1	?	?	16%	?	18µM*	-7%	-2%	-2%	1%
Cn1cc(CCC(=O)N2CCCC(C(=O)c3ccc(C(C)(C)C)cc3)C2)cn1 (stereo not given)	10µM*	?	26%	-14%	6%	0%	?	-4%	6%
CC(=O)Nc1ccc(S(=O)(=O)NCC(=O)OC(C)c2ccccc2Cl)cc1 (stereo not given)	-5%	0%	4%	-7%	0%	-4%	-26%	-36%[inhibitor]	-6%
O=c1[nH][nH]c(=O)c2c(NS(=O)(=O)c3ccccc3)cccc12	59%[activator][7.66 µM]	1%	-28%[9.22 µM]	-27%	-20%	-1%[7.66 µM]	0%	-2%	11%
COc1cccc(-c2nc(CS(=O)(=O)CC(=O)NC3CCC(C)CC3)c(C)o2)c1 (stereo not given)	?	?	11%	-15%	-29%	-1%	?	-11%	10%
CCc1nnc(NC(=O)CSc2nccn2Cc2ccccc2)s1	10%	1%	15%	.	.	-14%	?	.	13%
COc1ccc(-c2nnc(SCc3ccccn3)n2C)cc1	23%	13%	-18%	21%	-3%	-1%	1%	7%	-9%
COc1cc(OC)c(NC(=O)CCn2cccn2)cc1Cl	1%	-2%	17%	.	.	1%	16%	.	.
Cc1cn2c(=O)cc(COc3cc(C)c(Cl)c(C)c3)nc2s1	3%	0%	-12%	.	.	-1%	4%	.	-1%
Cc1cc(C(=O)N2CCCC(Nc3ccccc3)C2)c2ccc(F)cc2n1 (stereo not given)	10%	-5%	23%	15%	2%	-13%	-2%	-29%	12%
CSC(=S)N/N=C/c1c[nH]c2ccccc12	3.2µM*	-7%	13µM*	-22%	?	?	0%	-10%	0%
CNC(=S)Nc1ccc(C)cc1	16%	22%	-5%	0%	1%	4%	0%	-183%[inhibitor]	-2%
COc1ccc(NC(=O)N2CCCC2C(=O)Nc2ccccc2)cc1 (stereo not given)	6%	18%	6%	7%	13%	-10%	16%	-2%	-17%
C#CCOC(=O)/C(=C/c1ccc(F)cc1)NC(C)=O	11%	23%	0%	18%	17%	5%	16%	1%	7%
COc1ccc(NC(=O)C2CCCN2C(=O)NCc2ccccc2)c(OC)c1 (stereo not given)	0%	0%	1%	20%	19%	-11%	3%	2%	-5%
CCN1CCN(c2ccc(S(=O)(=O)N3CCOCC3)cc2NC(=O)c2ccc(OCC(C)C)cc2)CC1	-15%	2%	12%	0%	2%	-6%	-10%	3%	2%
C=CCn1cc(/C=N/NC(=O)COc2cccc3cccnc23)c2ccccc21	20%	-1%	2%	-24%	?	1%	-10%	?	6%
Cc1c(N(C)S(=O)(=O)c2ccc(Cl)c(C(=O)NCC(C)(C)N3CCOCC3)c2)c(=O)n(-c2ccccc2)n1C	0%	14%	-3%	4%	4%	-1%	0%	-7%	0%

Profiles, looked up by structure:
Shown for COc1ccccc1NC(=O)C1=C(C)Nc2nc(SCc3ccccc3Cl)nn2C1c1ccncc1 (stereo not given) : GLP-1R inv ag = 6%; KB-3-1 cytotox = -2%; TDP-43 yeast inh = 5%; HT1080 IDH1KD tx = .; HT1080NT lethal = .; GLP1R cytotox = 7%; KB-V1 cytotox = 4%; SW480 rereplic = .; GLP1R ag = 0%
Shown for COc1ccc(NC(=O)N2CCCC2C(=O)Nc2ccccc2)cc1 (stereo not given) : GLP-1R inv ag = 6%; KB-3-1 cytotox = 18%; TDP-43 yeast inh = 6%; HT1080 IDH1KD tx = 7%; HT1080NT lethal = 13%; GLP1R cytotox = -10%; KB-V1 cytotox = 16%; SW480 rereplic = -2%; GLP1R ag = -17%

Continuation:
SMILES	GLP-1R inv ag	KB-3-1 cytotox	TDP-43 yeast inh	HT1080 IDH1KD tx	HT1080NT lethal	GLP1R cytotox	KB-V1 cytotox	SW480 rereplic	GLP1R ag
CCOc1ccccc1-n1c(N)c(C(=O)OC)c2nc3ccccc3nc21	8%	2%	-9%	.	.	20%	-11%	.	7%
O=c1nc2c(-c3ccccc3F)n[nH]n2c2ccccc12	44%[activator]	-6%	2%	-23%	-3%	-8%	-13%	-1%	-1%
Cn1c(OCc2ccc3c(c2)OCO3)nc2c1c(=O)n(Cc1cccc(Cl)c1)c(=O)n2C	-4%	-2%	3%	3%	5%	-7%	-9%	-6%	-12%
CC(=O)C1=C(C)NC2(O)c3ccccc3C(=O)C12O (stereo not given)	-2%	0%	-8%	-8%	-3%	-8%	3%	-9%	1%
COc1ccc(C(=O)CC2SC(N)=NC2=O)cc1 (stereo not given)	28%	6%	-15%	12%	?	-2%	-5%	-6%	2%
O=S(=O)(c1ccc(Cl)cc1)N1CCCC(C(F)(F)F)C1 (stereo not given)	8%	13%	0%	0%	-2%	-1%	4%	-28%	18%

Screens from PubChem BioAssay.
